Growth percent in the NCI-60 one-dose screen (48 h, 10 µM unless noted): 100 = growth as untreated, 0 = no growth, -100 = all killed.
SK-MEL-28: SK-MEL-28 melanoma; 81,000 tested, 4.1% active; AID 1794761
HOP-62: HOP-62 NSCLC; 80,000 tested, 3.9% active
HOP-92: HOP-92 NSCLC cells; 71,000 tested, 6.3% active
M14: M14 melanoma | 80,000 tested, 6.2% active
EKVX: EKVX NSCLC; AID 1794765; 71,000 tested, 3% active
SK-MEL-2: SK-MEL-2 melanoma | 77,000 tested, 4.7% active
A549/ATCC: A549/ATCC NSCLC; 81,000 tested, 3.7% active
SK-MEL-5: SK-MEL-5 melanoma; 80,000 tested, 6.4% active; AID 1794755
Starred values were filed as active, the others as inactive; nt = not tested or not shown. The calls were made as follows: active = growth percent below 10; inactive = the rest.

Short forms: A = SK-MEL-28; B = HOP-62; C = HOP-92; D = M14; E = EKVX; F = SK-MEL-2; G = A549/ATCC; H = SK-MEL-5
[1] O=C(O)[C@@H]1c2ccccc2C(=O)N(c2ccc(F)cc2)[C@H]1c1ccc(F)cc1
  A: 113	B: 81	C: 95	D: 104	E: 100	F: 97	G: 64	H: 95

[2] CCCCN1CCCCC1C(=O)Nc1c(C)cccc1C (stereo unspecified)
  A: 101	B: 107	C: nt	D: 104	E: 86	F: 107	G: 93	H: nt

[3] O=C(/C(=C/c1ccccc1)CBr)c1ccccc1
  A: 94	B: 109	C: 86	D: 66	E: 82	F: 93	G: 90	H: 88

[4] Nc1cccc2c(O)cccc12
  A: 124	B: 86	C: 104	D: 99	E: nt	F: 93	G: 93	H: 75

[5] NC(=O)C(N)C(N)=O
  A: 102	B: 121	C: 126	D: 101	E: nt	F: 104	G: 99	H: 104

[6] O=C1Nc2ccccc2/C1=N/N=C/c1coc2ccc(F)cc2c1=O
  A: 106	B: 90	C: 83	D: 91	E: 94	F: 103	G: 98	H: 99

[7] COc1ccc(S(=O)(=O)N2CCC(c3nc(C=C(C#N)C#N)c4ccccn34)CC2)cc1
  A: 106	B: 109	C: nt	D: 112	E: 111	F: 110	G: 100	H: 94

[8] CC1(C)CC[C@]2(C(=O)Nc3ccccc3)CC[C@]3(C)C(=CCC4[C@@]5(C)C[C@@H](O)[C@H](O)[C@@](C)(CO)C5CC[C@]43C)C2C1 (stereo partly specified)
  A: 71	B: 75	C: 39	D: 56	E: 53	F: 60	G: 39	H: 20

[9] Cc1cccc(C(O)c2cnc(C)n2Cc2ccccc2)c1 (stereo unspecified)
  A: 103	B: 106	C: nt	D: 98	E: 93	F: 153	G: 107	H: 104

[10] COc1ccc(C2CC(c3cc4ccccc4oc3=O)=NN2c2ccc(S(=O)(=O)NC(=O)Nc3ccccc3C)cc2)cc1 (stereo unspecified)
  A: 102	B: 87	C: 61	D: 92	E: nt	F: nt	G: 97	H: 97

In the list so far, two have an aryl methoxy group.
Short forms: A = SK-MEL-28; B = HOP-62; C = HOP-92; D = M14; E = EKVX; F = SK-MEL-2; G = A549/ATCC; H = SK-MEL-5
[7] COc1ccc(S(=O)(=O)N2CCC(c3nc(C=C(C#N)C#N)c4ccccn34)CC2)cc1
  A: 106	B: 109	C: nt	D: 112	E: 111	F: 110	G: 100	H: 94

[10] COc1ccc(C2CC(c3cc4ccccc4oc3=O)=NN2c2ccc(S(=O)(=O)NC(=O)Nc3ccccc3C)cc2)cc1 (stereo unspecified)
  A: 102	B: 87	C: 61	D: 92	E: nt	F: nt	G: 97	H: 97

(cont.)
Short forms: A = SK-MEL-28; B = HOP-62; C = HOP-92; D = M14; E = EKVX; F = SK-MEL-2; G = A549/ATCC; H = SK-MEL-5
[11] O=C(/C=C\c1cccc2ccccc12)c1cccc2ccccc12
  A: 108	B: nt	C: 57	D: 88	E: 92	F: 96	G: 71	H: 88

[12] CN1C(=O)C(C(=O)/C=C/c2ccc(F)cc2)C(=O)N(C)C1=O
  A: 107	B: 85	C: 112	D: 92	E: 103	F: nt	G: 81	H: 104

[13] CCC1CCCCCC1=O (stereo unspecified)
  A: 108	B: 88	C: 86	D: 107	E: 110	F: 104	G: 96	H: 99

[14] Cc1n[nH]c(=O)n(/N=C\c2c[nH]c3ccccc23)c1=O
  A: 105	B: 96	C: 84	D: 121	E: 109	F: 104	G: 93	H: 102

[15] NNC(=O)C(=O)N=Cc1ccc([N+](=O)[O-])o1
  A: 112	B: 105	C: 90	D: 103	E: 107	F: 102	G: 102	H: 104

[16] c1ccc2sc(SN3CCOCC3)nc2c1
  A: 107	B: 71	C: 86	D: 79	E: 96	F: 99	G: 100	H: 90

[17] COc1ccc(C2=C(C#N)[C@@]3(C(=O)Nc4ccccc43)c3c(-c4ccccc4)nn(-c4ccccc4)c3N2)cc1
  A: 95	B: 94	C: 69	D: 86	E: 89	F: 86	G: 76	H: 83

[18] CN(C)c1ccc2cc(-c3ccc(Cl)c(Cl)c3)c(N)nc2c1
  A: 47	B: 66	C: 28	D: 25	E: 26	F: nt	G: 33	H: -59*

[19] COc1cc2oc(-c3cccc(NC(=O)[C@@H](N)C(C)C)c3)cc(=O)c2c(OC)c1OC
  A: 111	B: 103	C: 92	D: 111	E: 98	F: 102	G: 95	H: 99

[20] COC(=O)c1[nH]c(=O)[nH]c(=O)c1[N+](=O)[O-]
  A: 102	B: 103	C: 98	D: 101	E: 100	F: 101	G: 74	H: 94

[21] O=C(CSc1nnc(-c2ccco2)o1)NNC(=O)c1ccc(Cl)cc1
  A: 118	B: 108	C: 90	D: 105	E: 130	F: 41	G: 105	H: 107

[22] C=C1C(=O)O[C@H]2[C@H]1CC/C(COC(=O)NCc1c[nH]c3ccc(F)cc13)=C\CC[C@@]1(C)O[C@@H]21
  A: -62*	B: 62	C: -18*	D: -51*	E: 11	F: 29	G: 55	H: -15*

[23] C=C(C)Cc1cc(C)ccc1O
  A: 111	B: 107	C: 79	D: 100	E: 95	F: 103	G: 101	H: 109

[24] CC(C)[C@H](NC(=O)OC(C)(C)C)C(=O)OCc1cn(-c2ccnc3ccccc23)nn1
  A: 102	B: 106	C: 80	D: 96	E: 101	F: 102	G: 99	H: 99

[25] CN(C)c1ccc(/C=N\NC(=O)/C=C/C=C/c2ccc3c(c2)OCO3)cc1
  A: 92	B: 96	C: 99	D: 78	E: 93	F: 98	G: 102	H: nt

[26] COc1ccc(/C=C2\N=C(c3ccccc3)OC2=O)cc1
  A: 96	B: 79	C: 106	D: 102	E: 96	F: 97	G: 85	H: 101

[27] CCOC(=O)c1ccc(-c2ccc(-c3cc(-c4cc(OC)c(OC)c(OC)c4)c(C#N)c(=O)[nH]3)c(C)n2)cc1
  A: 68	B: 65	C: 36	D: 62	E: 76	F: 68	G: 73	H: 61

[28] c1ccc(CCNc2nc(NCCc3ccccc3)c3ccccc3n2)cc1
  A: 104	B: 97	C: 100	D: 103	E: 95	F: 111	G: 97	H: 103

[29] COc1cccc(C(=O)NNC(=O)c2ccc3ccccc3c2)c1
  A: 115	B: 103	C: 97	D: 112	E: 106	F: 112	G: 111	H: 97

[30] COc1ccc2nc(Cl)c(-c3nnc(-c4ccccc4)o3)nc2c1
  A: 114	B: 117	C: nt	D: 102	E: 107	F: 114	G: 104	H: 99

Looked up one by one from the entries so far, 6 records:
Short forms: A = SK-MEL-28; B = HOP-62; C = HOP-92; D = M14; E = EKVX; F = SK-MEL-2; G = A549/ATCC; H = SK-MEL-5
[1] O=C(O)[C@@H]1c2ccccc2C(=O)N(c2ccc(F)cc2)[C@H]1c1ccc(F)cc1
  A: 113	B: 81	C: 95	D: 104	E: 100	F: 97	G: 64	H: 95

[7] COc1ccc(S(=O)(=O)N2CCC(c3nc(C=C(C#N)C#N)c4ccccn34)CC2)cc1
  A: 106	B: 109	C: nt	D: 112	E: 111	F: 110	G: 100	H: 94

[22] C=C1C(=O)O[C@H]2[C@H]1CC/C(COC(=O)NCc1c[nH]c3ccc(F)cc13)=C\CC[C@@]1(C)O[C@@H]21
  A: -62*	B: 62	C: -18*	D: -51*	E: 11	F: 29	G: 55	H: -15*

[2] CCCCN1CCCCC1C(=O)Nc1c(C)cccc1C (stereo unspecified)
  A: 101	B: 107	C: nt	D: 104	E: 86	F: 107	G: 93	H: nt

[25] CN(C)c1ccc(/C=N\NC(=O)/C=C/C=C/c2ccc3c(c2)OCO3)cc1
  A: 92	B: 96	C: 99	D: 78	E: 93	F: 98	G: 102	H: nt

[5] NC(=O)C(N)C(N)=O
  A: 102	B: 121	C: 126	D: 101	E: nt	F: 104	G: 99	H: 104

More records
Short forms: A = SK-MEL-28; B = HOP-62; C = HOP-92; D = M14; E = EKVX; F = SK-MEL-2; G = A549/ATCC; H = SK-MEL-5
[31] OCCC#CCCCOC1CCCCO1 (stereo unspecified)
  A: 103	B: 105	C: nt	D: 115	E: nt	F: 106	G: 100	H: 101

[32] Cc1cnc(NC2CCC(=O)N2)s1 (stereo unspecified)
  A: 97	B: 104	C: 116	D: 107	E: 105	F: 107	G: 97	H: 111

[33] CC[C@H](c1ccc2cc(OC)ccc2c1)C(C)(C)C(=O)F
  A: 105	B: 73	C: 94	D: 81	E: 98	F: 100	G: 88	H: 95

[34] Cc1cc(-c2ccc(N=Nc3c(S(=O)(=O)O)cc4cc(S(=O)(=O)O)cc(N)c4c3O)c(C)c2)ccc1N=Nc1cc(S(=O)(=O)O)c2ccccc2c1O
  A: 107	B: 94	C: 90	D: 101	E: 81	F: 111	G: 97	H: 100

[35] BrC1=C[C@H](c2ccccc2)[C@@H](C2CCCCC2)[C@@]12CCCO2
  A: 93	B: 100	C: 106	D: 99	E: 89	F: 107	G: 97	H: 103

[36] O=C1C=CC(=O)N1c1ccc(F)cc1
  A: 113	B: 105	C: 100	D: 106	E: 92	F: 104	G: 104	H: 108

[37] Cc1nc(Nc2ccccn2)sc1C(=O)/C=C/c1ccc(Cl)cc1
  A: 62	B: 16	C: 32	D: 12	E: 28	F: 32	G: 17	H: -32*

[38] C=C(C)[C@@H]1CCC=C2CC[C@]3(C)[C@H](CC[C@@H]4[C@@]5(C)Cc6c([nH]c7ccccc67)C(C)(C)[C@@H]5CC[C@]43C)[C@H]21
  A: 109	B: 95	C: 116	D: 101	E: 107	F: 85	G: 100	H: 105

[39] Cc1cc(NC(=O)C2=C(O)c3ccccc3S(=O)(=O)N2C)no1
  A: 100	B: 117	C: 118	D: 114	E: 111	F: 105	G: 99	H: nt

[40] Nc1ncnc(N)c1NC(=O)c1ccccc1
  A: 113	B: 125	C: 91	D: 107	E: 96	F: 116	G: 97	H: 99

[41] COC(=O)c1cccc2c1C(=O)c1cc([N+](=O)[O-])ccc1-2
  A: 115	B: 88	C: 106	D: 113	E: 100	F: 98	G: 99	H: 90

[42] O=C(Cn1c(=O)[nH]c2ccccc2c1=O)NCc1n[nH]c(=S)n1-c1ccccc1
  A: 102	B: 114	C: 105	D: 97	E: 90	F: 111	G: 97	H: 97

[43] COc1ccc(-n2nnc(C(=O)O)c2-c2cc(OC)c(OC)c(OC)c2)cc1
  A: 104	B: 114	C: nt	D: 104	E: nt	F: 95	G: 100	H: 104

[44] COc1cc(NCC(=O)Nc2cc(Nc3ccc(Cl)cc3)ncn2)c(Cl)c(OC)c1Cl
  A: 112	B: 76	C: 85	D: 96	E: 85	F: 95	G: 91	H: 104

[45] CC(=O)Nc1nc(-c2ccc(N3CCN(C)CC3)c(NS(=O)(=O)c3ccc(C(F)(F)F)cc3)c2)cs1
  A: 5.4*	B: 64	C: 9.6*	D: -3.5*	E: 72	F: 7.7*	G: 55	H: 7.1*

[46] CCCCCCC[n+]1ccc(CCS(=O)(=O)c2ccc(NC(C)=O)cc2)cc1
  A: 97	B: 87	C: 101	D: 95	E: 96	F: 102	G: 93	H: 102

[47] C=CCn1c(SCC(=O)Nc2ccc(Cl)cc2)nnc1-c1ccc(Cl)cc1
  A: 93	B: 98	C: 108	D: 93	E: 95	F: nt	G: 105	H: 97

[48] CCOC(=O)c1ccc2c(c1)NCc1cccc(OC)c1O2
  A: 102	B: 89	C: 81	D: 106	E: 87	F: 107	G: 102	H: 77

[49] CSc1nccc(C2=CNN=C(N)S2)n1
  A: 120	B: 89	C: 78	D: 97	E: 112	F: nt	G: 100	H: 98

[50] COc1ccc(C(O)c2ncn(C)c2Cc2ccc(OCc3ccccc3)cc2)cc1 (stereo unspecified)
  A: 121	B: 83	C: 32	D: 88	E: 69	F: 126	G: 94	H: 77

Single values from the list:
#41 – EKVX: 100
#42 – A549/ATCC: 97
#45 – EKVX: 72

Next section.
Short forms: A = SK-MEL-28; B = HOP-62; C = HOP-92; D = M14; E = EKVX; F = SK-MEL-2; G = A549/ATCC; H = SK-MEL-5
[51] COc1ccc(Oc2nc(Nc3ccc(N4CCOCC4)cc3)ncc2NC(=O)Nc2cc(OC)cc(OC)c2)cc1
  A: 5.3*	B: 48	C: -12*	D: 21	E: 73	F: 18	G: 2.2*	H: -33*

[52] CCCCCCCC(=O)SCC/C=C/[C@@H]1CC(=O)NCc2cccc(n2)CN(Cc2ccc(Cl)cc2)CC(=O)N[C@@H](C(C)C)C(=O)O1
  A: nt	B: 8.0*	C: -17*	D: 9.0*	E: 33	F: 1.0*	G: 2.9*	H: -85*

[53] O=c1c2ccccc2sc2c(N3CCC(O)CC3)nc3ccccc3c12
  A: 100	B: 68	C: 48	D: 78	E: 69	F: 115	G: 63	H: 73

[54] CCN(CC)CCN1C(=O)c2cccc3cccc(c23)C1=O
  A: 116	B: 103	C: 73	D: 105	E: 111	F: 138	G: 94	H: 106

[55] C/C(=N\NC(=O)CSCC(=O)N/N=C(\C)c1ccccc1)c1ccccc1
  A: 116	B: 91	C: nt	D: 103	E: 99	F: 111	G: 103	H: 107

[56] Cc1ccc2nc(Cl)c(CNc3ccc(F)cc3)cc2c1
  A: 110	B: 100	C: 87	D: 96	E: nt	F: nt	G: 92	H: 94

[57] C[C@H]1[C@H](C)CC[C@]2(C(=O)N3CCN(C)CC3)CC[C@]3(C)C(=CC[C@@H]4[C@@]5(C)C/C(=C/c6ccccn6)C(=O)C(C)(C)[C@@H]5CC[C@]43C)[C@H]12
  A: 103	B: 106	C: 91	D: 93	E: 103	F: 111	G: 92	H: 92

[58] CC1=C(C(=O)/C=C/c2ccc(Br)cc2)C(c2ccccc2)NC(=S)N1 (stereo unspecified)
  A: 110	B: 110	C: 96	D: 103	E: 95	F: 100	G: 105	H: 103

[59] Cc1ccc(S(=O)(=O)n2cc(C(=O)C(=O)N3CCCCC3)c3ccccc32)cc1
  A: 172	B: 80	C: -0.1*	D: 89	E: 75	F: 91	G: 120	H: 47

[60] CC(=O)Nc1ccc(S(=O)(=O)CI)cc1
  A: 98	B: 97	C: 101	D: 96	E: 97	F: 109	G: 125	H: 87

[61] COC(=O)C(C#N)=C(C)C
  A: 116	B: nt	C: 99	D: 109	E: 102	F: 100	G: 103	H: 107

[62] CN(C)C(=O)OCC1COc2ccccc2O1 (stereo unspecified)
  A: 99	B: 84	C: 109	D: nt	E: 103	F: 112	G: 104	H: 96

Bioassay records as filed in PubChem BioAssay.
